High-throughput results deposited in PubChem BioAssay by several laboratories.
DAX1 inh-1 = inhibitors of DAX1 repression of SF-1 activated StAR promoter | actives 1.1% (n = 370,000) | HEK293T StAR-luciferase reporter, SF-1/DAX-1 repression relief | inhibition, % at 6.8 µM | AID 652010;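 active = inhibition above the mean over all tested compounds plus 3 SD, cut at about 3.6% in these data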;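 note: 0% = DAX-1 cells with DMSO and 100% = cells lacking DAX-1 with DMSO; higher inhibition means more luminescence from relief of DAX-1 repression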
PLC-beta3 inh = blocks human PLC-beta3 enzyme activity. Q01970. Purified PLC-beta3, fluorogenic substrate, fluorescence. inhibition, % at 12.2 µM. actives 0.18% (n = 370,000). AID 720704; in the data active = inhibition above about 11%;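 note: 0% = median of compound wells on plate and 100% = full blocker control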
Target sequence (Q01970 whole entry, looked up): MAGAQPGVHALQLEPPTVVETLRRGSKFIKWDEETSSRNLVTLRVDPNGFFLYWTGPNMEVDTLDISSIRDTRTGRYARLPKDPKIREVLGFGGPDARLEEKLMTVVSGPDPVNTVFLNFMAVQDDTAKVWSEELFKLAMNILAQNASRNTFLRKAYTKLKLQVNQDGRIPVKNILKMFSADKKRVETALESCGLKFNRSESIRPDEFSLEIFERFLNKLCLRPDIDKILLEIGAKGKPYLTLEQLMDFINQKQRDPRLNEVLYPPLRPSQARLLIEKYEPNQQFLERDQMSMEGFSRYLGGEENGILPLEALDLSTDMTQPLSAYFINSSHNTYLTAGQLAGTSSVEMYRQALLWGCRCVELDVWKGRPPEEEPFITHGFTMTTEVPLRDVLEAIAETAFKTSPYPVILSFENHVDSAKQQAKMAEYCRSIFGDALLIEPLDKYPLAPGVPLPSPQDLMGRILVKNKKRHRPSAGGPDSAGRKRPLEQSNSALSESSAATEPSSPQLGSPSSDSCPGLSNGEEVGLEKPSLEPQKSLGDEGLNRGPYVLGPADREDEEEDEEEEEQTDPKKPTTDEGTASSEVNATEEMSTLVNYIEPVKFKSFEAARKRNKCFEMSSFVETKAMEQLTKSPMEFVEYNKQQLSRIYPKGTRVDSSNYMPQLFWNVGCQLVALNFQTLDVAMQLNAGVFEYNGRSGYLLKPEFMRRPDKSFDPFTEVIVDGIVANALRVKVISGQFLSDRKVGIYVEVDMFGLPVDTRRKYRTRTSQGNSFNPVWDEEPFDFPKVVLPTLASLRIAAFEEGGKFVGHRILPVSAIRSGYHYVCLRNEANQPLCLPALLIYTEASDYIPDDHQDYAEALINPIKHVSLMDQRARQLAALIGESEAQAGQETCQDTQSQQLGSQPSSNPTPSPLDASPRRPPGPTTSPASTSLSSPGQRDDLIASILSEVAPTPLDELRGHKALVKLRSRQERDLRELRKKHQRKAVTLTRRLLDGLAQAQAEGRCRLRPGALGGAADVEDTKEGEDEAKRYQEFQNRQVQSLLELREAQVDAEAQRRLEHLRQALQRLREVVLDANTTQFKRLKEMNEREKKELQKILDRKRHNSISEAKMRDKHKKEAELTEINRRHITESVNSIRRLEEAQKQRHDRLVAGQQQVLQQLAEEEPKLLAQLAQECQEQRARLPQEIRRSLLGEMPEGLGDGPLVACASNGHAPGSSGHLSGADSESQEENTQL
MBD2 inh = blocks human MBD2 binding to methylated DNA; Q9UBB5; TR-FRET, MBD2 binding to methylated oligonucleotide; inhibition, % at 4.4 µM; actives 0.31% (n = 370,000); AID 686964; in the data active = inhibition above about 13%
hcDAF12 agonist = H. contortus DAF-12 activation, primary screen; HEK293 hcDAF-12 lit1-tk-luc reporter, luminescence; 0% DMSO, 100% Δ7-dafachronic acid; activation, % at 6.8 µM; actives 1.4% (n = 370,000);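 active = activation above the mean of all tested compounds plus 3 SD, cut at about 5.5% in these data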;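 note: 100% = response to 3 µM Δ7-dafachronic acid high control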
SMARCA2 activ = activators of SMARCA2 function; MG213 cells, MMTV-luciferase reporter, dexamethasone, overnight; activation, % at 9.1 µM; actives 1% (n = 370,000); in the data active = activation above about 7.8%;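 note: 0% = vehicle wells and 100% = reference activator wells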
ADAM17 inh = ADAM17 inhibition, QFRET primary screen. P78536. recombinant ADAM17, EDANS/DABCYL FRET peptide cleavage. inhibition, % at 6.95 µM. actives 0.83% (n = 370,000). AID 720648;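 active = inhibition above the mean of compounds lying between control limits plus 3 SD, set per campaign, cut at about 8.5% in these data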;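 note: 0% = DMSO-only wells as the low control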
ssDAF-12 act = activates DAF-12 receptor from parasite S. stercoralis; HEK293 ssDAF-12/GRIP1 lit1-tk-luc reporter, luminescence; % of 3 µM dafachronic acid response; actives 1% (n = 370,000); activation, % at 6.8 µM;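 active = activation above the mean over all tested compounds plus 3 SD, cut at about 0.9% in these data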;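 note: 0% = DMSO-only wells and 100% = 3 µM delta7-dafachronic acid wells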
PLC-gamma1 inh = blocks human PLC-gamma1 enzyme activity; P19174; inhibition, % at 12.2 µM; purified PLC-gamma1, fluorogenic substrate, fluorescence; actives 0.84% (n = 370,000); in the data active = inhibition above about 9.5%
DAX1 inh-2 = inhibitors of human orphan nuclear receptor DAX1 (NR0B1); actives 0.99% (n = 340,000); HEK293 Gal4-DAX1 luciferase reporter, luminescence; AID 504766; inhibition, % at 6.75 µM; P51843;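 active = inhibition above the mean over all tested compounds plus 3 SD, cut at about 4.2% in these data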;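 note: 0% = DAX1-transfected cells with DMSO and 100% = empty-vector control cells with DMSO; inhibition shows as a rise in luminescence from relieved DAX1 repression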
Rev-erbA mod = modulates human Rev-erb alpha binding to DNA. AID 1259318. Rev-erbα–FITC-DNA binding, fluorescence polarization, 90 min. actives 0.79% (n = 370,000). activity, % at 10 µM;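 active = activity above about 14%, limit read from the data; passing the limit was not always enough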;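 note: 0% = DMSO wells with 35 nM protein and 100% = DMSO wells with 750 nM protein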
hgDAF12 agonist = agonists of H. glycines DAF-12 nuclear receptor | HEK293 GAL4-hgDAF12 UAS-luciferase reporter, agonist luminescence; normalized to butyrate control | AID 687014 | activation, % at 6.8 µM | actives 1.8% (n = 370,000);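 active = activation above a cutoff set at the mean of all screened compounds plus 3 SD, cut at about 10% in these data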;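 note: 0% = DMSO wells and 100% = sodium butyrate wells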
* hit, by the source's call; i = inactive; · = not tested or not shown.

SMILES	DAX1 inh-1	PLC-beta3 inh	MBD2 inh	hcDAF12 agonist	SMARCA2 activ	ADAM17 inh	ssDAF-12 act	PLC-gamma1 inh	DAX1 inh-2	Rev-erbA mod	hgDAF12 agonist
Cc1ccc(C(=O)NC(=S)Nc2ccccc2C(F)(F)F)cc1	-0.1	3	1	-0.9	0	5	-1.3	-1	-0.3	1	-0.6
O=C(c1ccc(Cl)cc1)N1CCN(c2ccnc3cc(Cl)ccc23)CC1	-4.5	-29	-2	-4.8	-1	1	-3.0	-13	-1.1	4	-10
COc1cccc(-n2nnnc2SCC(=O)NC2CCCCC2)c1	-0.2	-5	-6	-1.8	8	0	-1.3	0	1.7	0	0.9
COc1cccc(/C=C/C2=CC(C)(C)NC(=S)N2)c1	-0.4	-3	-2	-0.8	2	0	-1.4	-5	-0.2	1	1.4
COc1ccc(-n2nnnc2-c2cccnc2)cc1	-0.1	-3	5	-1.3	-3	0	-0.9	0	-1.0	-4	-1.5
CCOCCCNC(=O)c1ccc(Cn2c(=O)[nH]c3ccsc3c2=O)cc1	0.1	-2	-3	-3.6	-1	0	-1.5	1	-0.2	-1	-2.5
COc1ccccc1NS(=O)(=O)c1cccc(C(=O)NCC(C)(C)N2CCOCC2)c1	-0.6	-6	3	-0.9	0	-1	-1.2	0	0.9	-4	1.2
Cc1ccccc1NC(=O)OCCN1CCN(Cc2ccccc2)CCC1=O	-0.1	-5	6	-2.0	0	0	-1.2	-5	0.8	-1	0.4
CCN(C(=O)COC(=O)c1ccccc1Cc1ccccc1)C1CCS(=O)(=O)C1 (stereo not drawn)	-0.5	-6	0	-0.8	-3	-1	-1.2	0	0.7	-2	2.7
COCCNC(=O)CN(C(=O)CCC(=O)Nc1ccccn1)c1ccccc1F	-0.2	5	2	3.6	1	1	-1.4	0	0.7	-7	2.0
O=C(Nc1nc(-c2ccc(S(=O)(=O)N3CCCC3)cc2)cs1)c1cccs1	-3.4	-37	1	-3.8	-4	3	-2.4	-29	-2.6	2	-6.3
COc1ccc(NC(=O)c2sc(=O)n(Cc3ccc4ccccc4c3)c2C)cc1OC	-0.8	3	-1	0.5	-1	2	-1.4	1	·	1	3.0
N#Cc1c(N)nc2c3c(sc(=N)c2c1N)NC(=O)CC3c1c(F)cccc1Cl (stereo not drawn)	0.3	-24	2	0.8	0	-6	-0.9	-18	1.6	58*	-1.2
Cc1[nH]c2ccccc2c1/C=C/C(=O)c1ccncc1	0.3	-22	-12	0.3	4	3	-2.0	-8	-0.4	11	-2.5
CS(=O)(=O)Nc1cccc(C2=NN(S(=O)(=O)c3ccccc3)C(c3ccco3)C2)c1 (stereo not drawn)	-0.2	-7	8	-1.1	1	0	-0.2	-6	1.7	-7	-3.2
CNC(=O)NNC(=O)c1nc(-c2ccccc2)c(C)o1	0.4	-5	7	0.3	-3	0	-0.8	1	·	-2	2.2
CS(=O)(=O)c1ccc(S(=O)(=O)N2CCC(CO)(CCCc3ccccc3)CC2)cc1	-0.8	-4	-2	-1.7	-1	1	-1.3	-1	-1.0	-3	-0.8
Cc1cccc(-c2nnc(SCC(=O)Nc3ncccn3)n2C)c1	-0.6	-11	2	-0.8	-4	-5	-1.1	0	-0.5	-7	2.7
COc1ccc2nc(NC(=O)C3COc4ccccc4O3)sc2c1 (stereo not drawn)	5.6*	-4	4	6.4*	5	1	0.4	-2	0.9	-2	19*
Cc1ccc(C(=O)NCC(=O)Nc2ccncc2)s1	0.1	-11	-2	-2.2	-1	1	-0.7	-2	-0.1	-4	-0.5
COC(=O)[C@]12CCCCC=C1N(Cc1ccc(OC)cc1)C(=O)[C@@H]2CC(=O)NCCC(C)C	-0.3	0	1	-1.5	-1	1	-1.5	1	·	-2	1.5
COc1ccc(CCNC(=O)/C(=C/c2cccnc2)NC(=O)c2ccccc2)cc1OC	-0.4	-1	10	-1.5	-1	-1	-1.7	0	0.0	0	-1.4
COC(=O)C1CCN(C(=O)COC(=O)CC(NC(N)=O)c2ccc(Cl)cc2)CC1 (stereo not drawn)	0.2	0	5	-0.4	-2	-4	-1.4	0	0.4	-2	2.2
COCCn1c(C)cc(C(=O)COC(=O)C23CC4CC(CC(O)(C4)C2)C3)c1C	4.5*	2	-2	5.2	0	-4	0.1	3	4.1	0	7.6
CCOc1cc(C(=O)OCC(=O)Nc2cccc(S(=O)(=O)NC3=NCCCCC3)c2)cc(OCC)c1OCC	-1.6	-9	5	0.2	-5	0	-1.4	-1	-0.9	-2	3.3

Reprinted at random: seven entries already listed.
SMILES	DAX1 inh-1	PLC-beta3 inh	MBD2 inh	hcDAF12 agonist	SMARCA2 activ	ADAM17 inh	ssDAF-12 act	PLC-gamma1 inh	DAX1 inh-2	Rev-erbA mod	hgDAF12 agonist
Cc1[nH]c2ccccc2c1/C=C/C(=O)c1ccncc1	0.3	-22	-12	0.3	4	3	-2.0	-8	-0.4	11	-2.5
CNC(=O)NNC(=O)c1nc(-c2ccccc2)c(C)o1	0.4	-5	7	0.3	-3	0	-0.8	1	·	-2	2.2
COC(=O)[C@]12CCCCC=C1N(Cc1ccc(OC)cc1)C(=O)[C@@H]2CC(=O)NCCC(C)C	-0.3	0	1	-1.5	-1	1	-1.5	1	·	-2	1.5
COC(=O)C1CCN(C(=O)COC(=O)CC(NC(N)=O)c2ccc(Cl)cc2)CC1 (stereo not drawn)	0.2	0	5	-0.4	-2	-4	-1.4	0	0.4	-2	2.2
CCOCCCNC(=O)c1ccc(Cn2c(=O)[nH]c3ccsc3c2=O)cc1	0.1	-2	-3	-3.6	-1	0	-1.5	1	-0.2	-1	-2.5
Cc1ccccc1NC(=O)OCCN1CCN(Cc2ccccc2)CCC1=O	-0.1	-5	6	-2.0	0	0	-1.2	-5	0.8	-1	0.4
COCCn1c(C)cc(C(=O)COC(=O)C23CC4CC(CC(O)(C4)C2)C3)c1C	4.5*	2	-2	5.2	0	-4	0.1	3	4.1	0	7.6

(further entries)
SMILES	DAX1 inh-1	PLC-beta3 inh	MBD2 inh	hcDAF12 agonist	SMARCA2 activ	ADAM17 inh	ssDAF-12 act	PLC-gamma1 inh	DAX1 inh-2	Rev-erbA mod	hgDAF12 agonist
CN(C)c1nc2c(c(=O)[nH]c(=O)n2C)n1CCCc1ccccc1	-0.1	-7	-3	-1.4	-4	-2	-1.1	1	-1.3	3	-0.3
CCC(=O)Oc1ccc(C(=O)Nc2cccc(C(=O)NC(C)(C)C)c2)cc1	-0.2	5	11	-2.3	-4	-4	-1.2	4	-0.7	1	-0.9
CCCCNC(=O)C1C(c2ccc(C(F)(F)F)cc2)=Nc2ccccc2N1C(=O)c1cccc(C(F)(F)F)c1 (stereo not drawn)	-0.8	-3	3	0.6	0	-3	0.3	-2	·	-3	1.7
O=C(NCc1nnnn1-c1ccc(F)c(F)c1)c1ccc2c(c1)OCO2	0.9	3	5	-1.3	-2	-2	-0.8	3	-0.1	-3	-1.5
COc1ccc(CCC(C(O)C(F)(F)F)S(=O)c2ccccc2)cc1 (stereo not drawn)	-0.2	3	6	-0.9	1	-3	-1.6	0	0.4	2	-1.7
CC1(C)CC(NC(=O)c2ccccn2)CC(C)(C)N1O	-1.0	0	2	0.2	-2	-7	-0.7	2	0.1	1	5.0
N#Cc1c(-c2ccccc2)nc(SCC(=O)N(c2ccccc2)c2ccccc2)[nH]c1=O	0.2	-7	0	-1.1	-2	-3	-1.0	-5	-0.9	3	-0.1
Cc1cc(C)c(C)c(OCCCOc2cccc3cccnc23)c1	0.0	-3	-9	-1.3	-1	4	-2.0	-2	-0.8	0	2.1
C[C@H](CO)N1C[C@H](C)[C@@H](CN(C)S(=O)(=O)c2cn(C)cn2)Oc2ccc(NC(=O)Cc3ccccc3)cc2C1=O	-0.4	-1	3	-0.4	0	-2	-1.4	3	1.1	1	1.0
CCc1nc2c(OCc3cc(Cl)cc(Cl)c3)cccn2c1N(C)C(=O)CC(C)C	-1.4	-5	-7	-3.0	-4	0	-1.4	-2	·	-1	-4.8
COc1ccc(S(=O)(=O)N2CCCC(C(=O)NCc3cccnc3)C2)cc1C (stereo not drawn)	-0.1	5	-2	0.5	0	0	-1.1	2	-1.2	-5	1.3
COCCc1nn2c(=O)cc(COC(=O)c3cc(OC)c(OC)c(OC)c3)nc2s1	1.0	-3	-1	-1.6	-3	4	-1.4	2	1.0	-10	0.2
Cc1ccc(C2C(/C=C3/SC(=S)NC3=O)=C(c3cccs3)Oc3ccccc32)cc1 (stereo not drawn)	-0.8	-3	5	-1.5	-3	5	-1.2	1	0.5	4	-3.6
COc1cc2[nH]c(=O)n(CCCCCC(=O)NCCc3c[nH]c4ccccc34)c(=O)c2cc1OC	-1.1	4	-2	0.1	-2	-2	-0.5	-2	-1.3	-5	-3.4
O=C(NCC(=O)N1CCN(Cc2ccccc2)CC1)c1ccc(Br)cc1	-2.4	-5	1	-2.2	-1	0	-1.6	-4	0.3	0	-2.9
CN(C)N1C(N)=C(C#N)C(c2ccc(F)cc2)C2=C1CCCC2=O (stereo not drawn)	-0.1	-8	1	-0.7	-2	-3	-0.8	-4	1.1	-8	0.3
COc1ccccc1NC(=O)c1cc(C(=O)Nc2ccccc2OC)cc(N2C(=O)CCC2=O)c1	0.2	3	4	-1.5	-1	-2	-0.6	-1	0.1	2	-2.1
COc1ccc(NC(=O)c2cc(CC(C)C)nc3ccccc23)cc1	-0.8	-3	-1	-1.0	-2	2	-1.0	-3	-2.0	0	-3.9
CCOC(=O)[C@H]1[C@H]2COc3ccccc3[C@@H]2N2C(=O)c3cc(OC)c(OC)cc3NC(=O)[C@@]12C	-0.2	-2	-4	0.3	1	-1	-0.6	-1	0.5	0	-1.7
Cc1ccccc1N(CC(=O)NCc1ccc2c(c1)OCO2)C(=O)CCC(=O)Nc1ccccn1	-0.7	3	2	0.3	0	-1	-1.1	0	-1.3	5	-0.1
Cc1ccccc1OCCCCn1c(CO)nc2ccccc21	-2.4	-3	-8	-3.2	-5	0	-2.1	1	-1.5	-3	-4.3
COc1ccccc1-c1nnc(SCC(=O)Nc2cc(C)on2)o1	-0.3	2	-2	0.5	1	-3	-1.5	3	1.2	0	-1.5
Cn1c(=O)n(Cc2ccccc2F)c(=O)c2c1nc1n2CCCN1CCc1ccccc1	0.1	1	-7	-1.4	0	-5	-0.8	-3	0.3	3	-0.5
Cc1cc(C)c(NC(=O)COC(=O)c2ccncc2)c(C)c1	0.2	-3	0	0.7	1	3	-0.4	1	0.6	13	-1.8
O=C1NC(=O)c2cc(NC(=O)C3CCCCC3)ccc21	-0.4	i	-5	-0.7	-2	-185	-1.7	i	1.1	3	2.7
Cc1nn(C)cc1/C=N/NC(=O)Cn1nnc(N)n1	0.9	-6	-5	-1.6	-2	3	-0.9	1	0.8	-4	0.3

Rev-erbA mod: hit marks shown above.
SMILES,DAX1 inh-1,PLC-beta3 inh,MBD2 inh,hcDAF12 agonist,SMARCA2 activ,ADAM17 inh,ssDAF-12 act,PLC-gamma1 inh,DAX1 inh-2,Rev-erbA mod
N#Cc1c(N)nc2c3c(sc(=N)c2c1N)NC(=O)CC3c1c(F)cccc1Cl (stereo not drawn),0.3,-24,2,0.8,0,-6,-0.9,-18,1.6,58*
